Screening results: PubChem, Sanford-Burnham Center for Chemical Genomics
NR3A LBD binder = modulates the human NR3A ligand-binding domain; NR3A LBD differential scanning fluorimetry, Tm shift; 0% = protein alone, 100% = glycine-bound protein; Tm shift relative to glycine control, % at 25 µM; 2.5% of 340,000 active;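 active = melting temperature shift of at least 10% of the positive control shift, at one fixed dose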
SENP6 inh = SENP6 protease inhibition. AID 2599. inhibition, % at 10 µM. Recombinant SENP6 catalytic domain, aminoluciferin luminescence. 1.8% of 330,000 active. Q9GZR1;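 active = inhibition above about 50% at the single tested dose, limit read from the data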;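 also: plate controls were DMSO wells with enzyme for no effect and DMSO wells lacking enzyme for full effect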
Target sequence (Q9GZR1 628-1112 limits assumed): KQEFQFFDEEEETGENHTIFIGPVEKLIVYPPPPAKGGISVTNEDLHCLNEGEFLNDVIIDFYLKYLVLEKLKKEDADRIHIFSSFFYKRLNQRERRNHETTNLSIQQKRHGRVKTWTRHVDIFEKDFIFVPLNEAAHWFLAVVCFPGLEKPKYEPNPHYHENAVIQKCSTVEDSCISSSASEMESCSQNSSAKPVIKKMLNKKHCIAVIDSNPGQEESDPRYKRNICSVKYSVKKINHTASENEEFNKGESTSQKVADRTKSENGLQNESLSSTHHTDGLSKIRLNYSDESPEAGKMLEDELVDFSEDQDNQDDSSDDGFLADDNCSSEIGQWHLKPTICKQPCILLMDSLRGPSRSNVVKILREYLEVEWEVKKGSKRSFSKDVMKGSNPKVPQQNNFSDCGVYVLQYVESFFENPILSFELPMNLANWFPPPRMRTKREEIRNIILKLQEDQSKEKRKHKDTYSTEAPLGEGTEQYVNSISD
HKDC1 inh = blocks human hexokinase HKDC1 activity; Q2TB90; recombinant HKDC1, G6PDH/diaphorase resazurin coupled fluorescence; inhibition, % at 20 µM; 0.16% of 340,000 active;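 active = inhibition above about 35% when tested at 20 µM, limit read from the data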;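 also: plate controls were DMSO wells with enzyme for no effect and DMSO wells lacking enzyme for full effect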
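System: Recombinant HKDC1 hexokinase | Amount: HKDC1 at 5 µg/mL | Reagent: Glucose with 1 mM ATP | Doses: Single 20 µM dose | Incubation: Reaction time 90 min, room temperature, protected from light | Signal: Coupled resazurin fluorescence, excitation 525 nm, emission 613 nm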
MPTP block = inhibitors of mitochondrial permeability transition pore; isolated mouse mitochondria, Ca2+ swelling absorbance, 30 min; inhibition, % at 10 µM; 1.4% of 360,000 active;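 active = inhibition of 50% or more, scaled per plate between neutral and stimulator controls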;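 also: 0% = DMSO wells given calcium and 100% = 1 mM EGTA wells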
SENP8 inh = inhibitors of human SENP8 protease | recombinant SENP8, Nedd8 substrate fluorescence | inhibition, % at 20 µM | 0.64% of 360,000 active; in the data active = inhibition mostly above about 40%, no sharp cut-off; inactive = mostly below about 27%
Target sequence (Q96LD8 whole entry, looked up): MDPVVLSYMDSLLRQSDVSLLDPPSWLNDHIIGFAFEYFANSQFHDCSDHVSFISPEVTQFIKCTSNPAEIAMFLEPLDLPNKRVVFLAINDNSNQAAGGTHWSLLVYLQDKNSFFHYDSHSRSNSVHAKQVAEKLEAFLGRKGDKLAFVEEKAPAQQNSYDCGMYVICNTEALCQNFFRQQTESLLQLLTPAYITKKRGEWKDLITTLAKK
ATG4B inhibitor = inhibitors of human ATG4B cysteine protease | 0.51% of 340,000 active | Q9Y4P1 | ATG4B cleavage of LC3-PLA2, NBD-HPC fluorescence, 1 h | inhibition, % at 8.33 µM; in the data active = inhibition above about 40%
PfG6PD inh = PfG6PD (Plasmodium falciparum) enzyme inhibition; PfGluPho enzyme, NADPH resazurin-diaphorase fluorescence; inhibition, % at 20 µM; 0.78% of 350,000 active; AID 504690;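 active = inhibition reaching at least a set limit at 20 µM in the primary screen, cut at about 59% in these data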;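 also: 0% = DMSO wells with substrate and 100% = DMSO wells lacking glucose-6-phosphate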
SENP7 inh = SENP7 protease inhibition; inhibition, % at 5 µM; Q9BQF6; 1.5% of 330,000 active; recombinant SENP7, Z-RLRGG-aminoluciferin luminescence, 40 min;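 active = inhibition above about 50% at the single test dose, limit read from the data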;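 also: plate controls were DMSO with enzyme for no effect and no enzyme buffer wells for full effect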
Target sequence (Q9BQF6 706-1050 limits assumed): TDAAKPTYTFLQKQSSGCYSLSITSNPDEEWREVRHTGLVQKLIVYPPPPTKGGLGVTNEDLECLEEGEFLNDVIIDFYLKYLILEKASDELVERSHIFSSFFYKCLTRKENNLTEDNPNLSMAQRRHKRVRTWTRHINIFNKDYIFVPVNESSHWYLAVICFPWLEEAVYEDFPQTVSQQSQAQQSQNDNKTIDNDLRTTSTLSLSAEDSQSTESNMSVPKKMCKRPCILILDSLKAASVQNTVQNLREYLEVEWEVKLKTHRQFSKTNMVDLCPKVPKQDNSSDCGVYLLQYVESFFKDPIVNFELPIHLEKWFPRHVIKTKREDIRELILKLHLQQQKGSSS
An asterisk follows results filed as active; i = inactive; nt = not tested or not shown.

SMILES,NR3A LBD binder,SENP6 inh,HKDC1 inh,MPTP block,SENP8 inh,ATG4B inhibitor,PfG6PD inh,SENP7 inh
CCN(CC)c1ccc(-c2nn3c(-c4n[nH]c5c4CCC5)nnc3s2)cc1,-5,-12,8,-2.7,-444,6,-6,11
COc1ccc(NC(=S)N(Cc2ccc(N(C)C)cc2)Cc2ccco2)cc1,0,-15,-1,0.4,16,1,-2,-3
COc1ccc2c(c1)nc(SCC(C)O)n2C (stereo unspecified),0,-9,9,-0.7,28,2,-6,-11
CCOC(=O)c1c(C)[nH]c(C(=O)CSc2nnc(C3CC3)n2N)c1C,-1,-1,-2,-0.4,21,-9,1,-11
CCCCn1c(=O)c2ccccc2c2ccccc2c1=O,3,8,6,2.8,21,64*,5,4
NC1=NC(=O)/C(=C/c2ccc(Cl)cc2Cl)S1,-5,-6,1,4.8,-7,-1,11,9
Cc1ccc(NC(=O)c2ccc3nccnc3c2)c(C)c1,-4,19,-6,-0.2,17,-7,14,-2
COc1ccc(C(c2nnnn2C2CCCC2)N2CCN(C3CCCC3)CC2)cc1OC (stereo unspecified),11*,-15,-8,-0.5,12,-2,-5,-1
CCCCCc1ccc(OCCC[n+]2ccccc2)c(CCCCC)c1,-4,-11,2,18,16,8,18,-1
COC(=O)c1[nH]c2ccc(C)cc2c1NC(=O)Oc1ccccc1,2,82*,8,0.8,i,-4,22,7

The list goes on.
SMILES,NR3A LBD binder,SENP6 inh,HKDC1 inh,MPTP block,SENP8 inh,ATG4B inhibitor,PfG6PD inh,SENP7 inh
COc1cccc2cc(C(=O)N3CC(C)OC(C)C3)c(=O)oc12 (stereo unspecified),-1,-10,-3,0.6,-26,4,-13,-1
O=C(c1csc2ccccc12)N1CCN(c2ccc(Cl)c(Cl)c2)CC1,-2,-9,-2,9.1,7,-4,9,-8
CCOc1cc(/C=C2\SC(=N)N(c3nonc3N)C2=O)ccc1OCC(N)=O,-5,-3,2,-0.8,16,1,16,0
CCOC(=O)C1=CN(CC2CCCO2)C=C(C(=O)OCC)C1c1ccccc1C(F)(F)F (stereo unspecified),-3,17,-1,2.3,-447,-5,15,-2
CN(CC(=O)Nc1ccc(C(N)=O)cc1)CC(=O)Nc1ccccc1Cl,-1,-35,-6,-0.2,3,-1,-8,-5
CN(C(=O)COC(=O)c1cc(-c2ccco2)nc2ccccc12)C1CCS(=O)(=O)C1 (stereo unspecified),0,-2,26,3.2,-445,2,42,-4
OCC1(Cc2ccccc2C(F)(F)F)CCN(Cc2ccccc2)CC1,-6,2,-16,-3.0,-4,4,8,1
CCc1sc(C(=O)Nc2nc(-c3ccccn3)cs2)cc1C,-5,-2,-11,68*,-82,10,10,11
CN(C)c1ccc(C(=S)N2CCCCCC2)cc1,2,-12,7,0.4,15,-2,23,-3
S=c1nc(Cc2ccccc2)[nH]c2ccccc12,4,-12,0,-0.5,17,7,-11,0

(further entries)
SMILES,NR3A LBD binder,SENP6 inh,HKDC1 inh,MPTP block,SENP8 inh,ATG4B inhibitor,PfG6PD inh,SENP7 inh
Cc1ccc(C)n1-c1nc(=S)[nH][nH]1,-2,12,-11,-1.2,2,-7,59,12
Cc1cccc(NC(=O)C2CCN(c3nccc(C)n3)CC2)c1,2,-18,-14,1.5,-46,-12,5,-6
O=C(NC(=S)Nc1cc([N+](=O)[O-])ccc1Cl)c1ccccc1,2,46,-10,-0.6,20,1,28,-7
COc1cccc(-c2ccc3nnc(SCC(=O)N4CCCC4)n3n2)c1,0,-16,-1,0.0,-381,-13,12,0
COc1ccc(N(C(=O)c2snc(C(N)=O)c2N)C(C(=O)NCc2ccccc2)c2ccc(O)cc2)cc1 (stereo unspecified),1,20,0,3.2,-208,3,8,-7
Cc1ccc2c(c1)N(CCCC(=O)NCCCN1CCCC1=O)C(=O)CO2,0,-5,-4,-3.7,4,-5,11,-12
Cc1cc2nc[nH]c2cc1[N+](=O)[O-],-2,12,1,1.0,-3,2,-7,6
Cc1ccc(C)c(NC(=O)CCN2CC(C)CC(C)C2)c1 (stereo unspecified),-3,-13,-4,0.4,10,0,10,0
COc1ccc(OCC(O)CNC(=O)c2ccc(C)cc2)cc1 (stereo unspecified),-1,-8,-1,2.7,9,-2,-5,4
CC1=NOC(=O)/C1=C/c1ccc(O)c(Cl)c1,20*,7,1,1.8,14,1,-2,5

Other compounds follow:
SMILES,NR3A LBD binder,SENP6 inh,HKDC1 inh,MPTP block,SENP8 inh,ATG4B inhibitor,PfG6PD inh,SENP7 inh
CCOc1ccc(-c2cc(N)n(S(=O)(=O)c3ccc(OC)cc3)n2)cc1,0,1,6,0.5,16,-1,-13,24
CN(CC(=O)Nc1ccc(Cl)c(C(F)(F)F)c1)C(=O)c1ccccc1SCC(=O)N1CCCC1,-1,nt,1,0.4,-3,-11,-17,nt
CC(C)NC(=O)c1c2c(nc3ccccc13)CCCC2,0,16,-3,-2.7,10,-3,7,10
Cc1ccccc1N=C1SCCN1C(=O)CN1C(=O)NC2(CCCC2)C1=O,0,3,3,1.0,8,2,11,0
CC(C)(C)NC(=O)Nc1ccccc1C(N)=O,-1,0,-1,-0.6,-33,4,-8,-1
CC(C)c1nc(C(=O)N2CCc3c([nH]c4ccccc34)C2c2ccccn2)cs1 (stereo unspecified),0,-3,-10,-1.6,-4,20,11,-1
COCCNC(=O)CN1c2ccccc2CC1C (stereo unspecified),0,0,-3,0.7,5,-15,-3,-7
CC(C)(C)C(=O)O/N=C(\N)Cc1ccc(-c2csnn2)cc1,0,3,-2,2.2,18,3,-3,-20
CCC(C)C(=O)Nc1ccc([N+](=O)[O-])cc1OC (stereo unspecified),0,2,2,-1.1,25,-10,13,5
OCCC1CN(Cc2cccc3nonc23)CCN1C1CCCCC1 (stereo unspecified),-1,-3,1,-0.9,16,1,-18,-5

Carrying on.
SMILES,NR3A LBD binder,SENP6 inh,HKDC1 inh,MPTP block,SENP8 inh,ATG4B inhibitor,PfG6PD inh,SENP7 inh
CCc1cccc(NC(=O)C2CCN(S(=O)(=O)c3ccc4c(c3)CC(C)N4C(C)=O)CC2)c1 (stereo unspecified),-3,-10,3,0.4,14,-15,-2,3
O=C1CSC(=S)N1/N=C/c1cc(Br)c(O)c(Br)c1,2,nt,11,83*,-52,61*,2,nt
COc1ccccc1CNC(=O)Cn1c(=O)oc2cc(Cl)ccc21,-1,-1,-6,2.3,12,30,5,4
CSc1cccc(NC(=O)CCn2c(=O)c3cccn3c3cccnc32)c1,-20,-20,-2,-2.1,-10,10,-4,-1
CCCCCc1nc(-c2nonc2N)no1,-1,-8,-3,0.5,15,-5,-2,3
COC(=O)C1=C(C)Nc2nnnn2C1c1cc(OC)ccc1OC (stereo unspecified),2,-10,8,-0.2,6,-15,3,-1
CC1CC(=O)N(CC(=O)Nc2ccc3c(c2)OCO3)c2ccccc2S1 (stereo unspecified),1,-22,-1,-1.2,10,1,-9,-10
CNC(=S)N/N=C1\C(=O)c2cccc3cccc1c23,-5,-1,-2,-0.3,40,-11,-6,-3
CC(C)C(=O)N1CCN(c2ccc(NC(=O)c3cccs3)cc2Cl)CC1,-7,-5,-6,-0.8,6,-1,10,-2
C/C=C/c1ccc(OCCOc2cc(C=O)ccc2OC)c(OC)c1,5,-9,-3,2.8,24,47*,14,-2

The list continues.
SMILES,NR3A LBD binder,SENP6 inh,HKDC1 inh,MPTP block,SENP8 inh,ATG4B inhibitor,PfG6PD inh,SENP7 inh
CC(=O)Nc1cccc(CNCc2cccc(NC(C)=O)c2)c1,-1,-6,-6,0.3,0,-3,-10,12
Cc1ccccc1NC(=O)C1C2/C=C\CCCCC21 (stereo unspecified),-8,3,-1,-0.2,7,17,-7,3
CN(CC(=O)Nc1ccc(F)c(F)c1F)C(=O)c1ccc(-n2cncn2)c([N+](=O)[O-])c1,1,3,-4,-2.9,9,-1,0,9
CN(C)C(=O)COC(=O)c1ccccc1Nc1ccc(SC(F)F)cc1,-4,-4,-3,4.7,-172,9,9,62*
C=CCn1c(C)cc(C(=O)CN2C(=O)NC3(CCCc4ccccc43)C2=O)c1C (stereo unspecified),0,-19,-11,-6.1,7,-7,-12,9
COc1ccc(CCc2ccc3ccccc3n2)cc1,-1,nt,-2,-0.3,-2,-3,36,nt
CN(C)c1ccncc1C(=O)Nc1ccc(F)cc1F,0,-20,-5,-1.1,21,7,-4,-9
Cc1cc(NC(=O)/C=C/c2ccc(Cl)cc2)no1,-2,-2,-12,1.2,16,-4,-6,0
COC(=O)c1cc(C)sc1NC(=O)CC1Nc2ccccc2NC1=O (stereo unspecified),0,nt,4,-0.8,-168,-4,-7,nt
NC(=O)C1CCN(C(=O)Cc2ccc(-c3ccccc3)cc2)CC1,0,-18,-2,0.5,0,2,-5,4

Carrying on:
SMILES,NR3A LBD binder,SENP6 inh,HKDC1 inh,MPTP block,SENP8 inh,ATG4B inhibitor,PfG6PD inh,SENP7 inh
Cc1cccc(N2CCN(C(=O)c3ccc4nc[nH]c4c3)CC2)c1C,-4,-13,-13,22,14,-5,-1,-2
O=C(/C=C/c1c(F)cccc1Cl)NCc1ccc2c(c1)OCO2,0,-18,-5,0.0,8,6,17,-6
O=C(CNC(=O)c1ccccc1)NCCc1nc2ccccc2[nH]1,1,16,-1,-1.4,20,-6,-18,3
CCOc1ccc(Oc2ccccc2NS(=O)(=O)c2ccc(CCC(=O)O)cc2)cc1,-2,-4,4,-0.3,-9,-37,-25,7
Cc1cc(C#N)c(C)c(SCc2[nH]nc3c2C(c2ccccc2)C(C#N)=C(N)O3)n1 (stereo unspecified),-2,-29,9,8.4,10,15,11,-13
CCC(=O)Nc1ccc2c(c1)OCCO2,0,8,0,-2.9,12,3,-7,-2
N#Cc1c(/N=C/c2cc3ccccc3s2)sc2c1CCC2,-10,-24,-3,-0.7,10,5,20,-14
COc1ccccc1CNc1ncnc2c1nnn2Cc1ccccc1,-1,-7,-1,-1.0,-5,-6,0,-5
CCn1c(SCc2ccc(C(=O)Nc3nccs3)cc2)nnc1-c1ccc(NC(C)=O)cc1,-1,-1,-3,-5.2,19,-4,-5,4
CCOC(=O)C(=CNNc1ccccc1)C(=O)OCC,1,-10,-6,2.6,45*,-2,6,4

(listing goes on)
SMILES,NR3A LBD binder,SENP6 inh,HKDC1 inh,MPTP block,SENP8 inh,ATG4B inhibitor,PfG6PD inh,SENP7 inh
COC(=O)c1cccc(NC(=O)c2onc3c2CCCC3)c1,-1,92*,6,0.5,19,5,-16,79*
COc1ccc(CCN2C(=O)CC(Cc3cccc(C)c3)C2=O)cc1OC (stereo unspecified),-1,-1,-8,0.0,8,-8,8,-5
O=c1oc2ccccc2c(NC2CCCCC2)c1NS(=O)(=O)c1ccc(F)cc1,-2,-11,0,-0.4,-54,19,8,6
O=C(Nc1nc2ccccc2[nH]1)c1cccc(F)c1,1,91*,5,-1.4,-4,2,-2,91*
C=CCNc1sc(C(=O)c2ccccc2)c(N)c1-c1nc2ccccc2s1,-1,26,-4,14,-110,6,-37,16
O=S(=O)(NCC1NCCc2ccccc21)c1ccccc1 (stereo unspecified),-3,-5,-6,-0.2,-47,-5,6,-3
CC1(C)CC(=O)C=C(Nc2ccc(OCC(F)(F)C(F)F)cc2)C1,-1,-24,-4,1.9,-33,1,15,12
CCOc1cccc(NC(=O)C2CC(=O)N(c3ccc(F)cc3)C2)c1 (stereo unspecified),1,8,-8,0.5,20,1,1,-3
Cc1cc(NC(=O)CSc2nccn2-c2ccc(F)cc2)no1,2,-6,-5,1.2,12,-6,6,0

Copied from above for reference:
SMILES,NR3A LBD binder,SENP6 inh,HKDC1 inh,MPTP block,SENP8 inh,ATG4B inhibitor,PfG6PD inh,SENP7 inh
COC(=O)c1cccc(NC(=O)c2onc3c2CCCC3)c1,-1,92*,6,0.5,19,5,-16,79*
COc1ccc(CCN2C(=O)CC(Cc3cccc(C)c3)C2=O)cc1OC (stereo unspecified),-1,-1,-8,0.0,8,-8,8,-5
O=c1oc2ccccc2c(NC2CCCCC2)c1NS(=O)(=O)c1ccc(F)cc1,-2,-11,0,-0.4,-54,19,8,6
O=C(Nc1nc2ccccc2[nH]1)c1cccc(F)c1,1,91*,5,-1.4,-4,2,-2,91*
C=CCNc1sc(C(=O)c2ccccc2)c(N)c1-c1nc2ccccc2s1,-1,26,-4,14,-110,6,-37,16
O=S(=O)(NCC1NCCc2ccccc21)c1ccccc1 (stereo unspecified),-3,-5,-6,-0.2,-47,-5,6,-3
